EPAC2 ag – qHTS for Agonist of cAMP-regulated guanine nucleotide exchange factor 4 (EPAC2): primary screen; Potency, µM (doses to about 154 µM), for the others: top-dose activation, hits mostly activators; hit rate 0.079% among 360,000; Rap guanine nucleotide exchange factor 4 (Homo sapiens), Q8WZA2; EPAC2 activation, biochemical qHTS; response scale: 100% = 6.5 mM cAMP response; note: potency is the fitted concentration of half-maximal effect; nearly all actives have a fitted effect of over 50% in size
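Readout is BODIPY fluorescence (480 nm excitation, 540 nm emission), which falls as labeled GDP is exchanged off Rap1B. EPAC2 at 100 nM acted on 250 nM RAP1B-BODIPY-GDP with 50 uM GDP present.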
MmCpn inh – Inhibitors of TCP-1 ring complex (TRiC) of Methanococcus maripaludis (MmCpn): qHTS; hit rate 0.031% among 330,000; Potency, µM (top dose mostly 76.9 µM), without a hit: at the highest dose activity, negative = inhibition, hits mostly inhibitors; purified Mm-Cpn ATPase, ADP Transcreener TR-FRET; AID 504842, 2011; Chaperonin Mm-Cpn (Methanococcus maripaludis); note: potency is the fitted concentration of half-maximal effect; % is set by controls: 0 for no effect and ±100 for the full control effect; nearly all actives have a fitted effect of over 80% in size
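Inhibition of chaperonin ATP hydrolysis is measured as reduced ADP production, detected by competitive TR-FRET in which signal falls with ADP. Final enzyme 25 nM and ATP 10 uM, reacted 30 min at 37°C.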
CCT chaperon mod – High-Throughput Screening for Modulators of Cytosolic Chaperonin Activity | purified chaperonin ATPase assay, HTRF ADP detection, 30 min | activity change, % (test concentration not listed), hits read low | hit rate 0.3% among 360,000 | AID 651819, 2012; in the data active = activity change below about -30%; note: % is set by controls: 0 for no effect and ±100 for the full control effect
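Enzyme 40 or 20 nM (batch-dependent) in Tris pH 7.4/KCl/MgCl2/DTT; cpd 76 uM single point; ATP 10 uM; 30 min 37 °C; Transcreener ADP HTRF detection, 30 min RT; ratio 665/615.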
EPAC2 antag – qHTS for Antagonist of cAMP-regulated guanine nucleotide exchange factor 2 (EPAC2): primary screen; Rap guanine nucleotide exchange factor 4 (Homo sapiens), Q8WZA2; EPAC2 GEF exchange of Rap1B-BODIPY-GDP, fluorescence; AID 720708, 2013; hit rate 0.18% among 360,000; Potency, µM (series often up to 114 µM), inactives show top-dose activity, negative = inhibition, usual class: inhibitors; note: potency is the fitted concentration of half-maximal effect; % is set by controls: 0 for no effect and ±100 for the full control effect; nearly all actives have a fitted effect of over 45% in size; many of its hits are not listed in these tables
PTHR1 ag – qHTS for PTHR1 Agonists: Primary Screen; Potency, µM (series often up to 115 µM), without a hit: at the highest dose activation, actives largely listed as activators; hit rate 0.075% among 410,000; AID 743266, 2014; HEK293 GP2 PTHR1 cells, GloSensor cAMP luminescence, 1 h; note: potency is the fitted concentration of half-maximal effect; nearly all actives have a fitted effect of over 55% in size; some results filed as inactive show a strong effect at the top dose; inactives centre near -15; many of its hits are not listed in these tables
Target sequence (Q03431 whole entry, looked up): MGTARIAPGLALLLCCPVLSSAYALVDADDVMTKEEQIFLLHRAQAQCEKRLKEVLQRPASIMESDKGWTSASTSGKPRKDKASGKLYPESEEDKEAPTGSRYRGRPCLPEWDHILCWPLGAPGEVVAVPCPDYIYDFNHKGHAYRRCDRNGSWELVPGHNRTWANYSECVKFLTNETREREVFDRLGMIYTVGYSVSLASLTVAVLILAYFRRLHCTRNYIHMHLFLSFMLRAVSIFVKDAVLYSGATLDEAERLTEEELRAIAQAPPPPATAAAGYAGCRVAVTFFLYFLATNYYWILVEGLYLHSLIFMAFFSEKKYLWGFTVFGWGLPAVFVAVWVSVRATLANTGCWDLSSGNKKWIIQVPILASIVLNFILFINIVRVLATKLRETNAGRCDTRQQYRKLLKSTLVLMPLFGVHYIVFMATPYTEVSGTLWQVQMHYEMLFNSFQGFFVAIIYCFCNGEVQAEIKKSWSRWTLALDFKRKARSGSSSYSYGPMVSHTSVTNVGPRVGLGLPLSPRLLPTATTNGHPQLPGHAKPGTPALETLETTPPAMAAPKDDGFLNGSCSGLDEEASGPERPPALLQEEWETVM
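HEK-293-derived GP2 cells expressing PTHR1 and a GloSensor cAMP reporter, 3,000/well, plated overnight, given luciferin plus IBMX (each 0.5 mM as added) for 1 h at 37 °C, then compound for 1 h at 37 °C. Luminescence was read after 15 min at room temperature.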
pAkt inh – HTS Assay for Inhibitors of Akt Phophorylation: Primary Screen. Neuro2A IGF-stimulated pAkt S473 HTRF, 20 min; hits give low values. activity change, % for hits at 50 µM. hit rate 0.32% among 360,000; in the data active = activity change below about -80%; inconclusive = mostly about -51% to -80%; note: % is set by controls: 0 for no effect and ±100 for the full control effect
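Neuro2A cells (4,500/well, DMEM with 0.5% FBS) were treated with compound at a single 50 µM final concentration, stimulated with 6 nM IGF for 20 min at 37 °C, and lysed. Phospho-Akt Ser473 was read by HTRF as 665/615 ratio ×10^4.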
DRD3 antagonist – qHTS of D3 Dopamine Receptor Antagonist: qHTS. D(3) dopamine receptor (Homo sapiens), P35462. D3R cells, DiscoveRx beta-arrestin luminescence, antagonist mode; hits give low values. max response, negative = inhibition, %. hit rate 2.5% among 360,000; in the data active = max response below about -50%; inconclusive = no clear call, values can overlap the other calls; note: % is set by controls: 0 for no effect and ±100 for the full control effect; mostly tested at two doses, the higher about 12 µM
Target sequence (P35462 whole entry, looked up): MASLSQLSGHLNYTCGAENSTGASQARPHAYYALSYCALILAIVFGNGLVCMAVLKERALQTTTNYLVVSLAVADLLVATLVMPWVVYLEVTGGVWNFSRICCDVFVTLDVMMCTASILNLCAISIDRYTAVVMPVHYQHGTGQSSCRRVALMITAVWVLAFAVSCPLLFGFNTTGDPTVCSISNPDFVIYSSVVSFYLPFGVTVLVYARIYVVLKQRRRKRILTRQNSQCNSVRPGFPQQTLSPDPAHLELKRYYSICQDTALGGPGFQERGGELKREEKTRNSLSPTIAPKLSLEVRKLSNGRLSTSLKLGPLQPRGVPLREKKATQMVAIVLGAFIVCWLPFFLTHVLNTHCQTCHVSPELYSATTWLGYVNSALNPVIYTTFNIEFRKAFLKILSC
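Cells plated overnight at 1500 cells/well, then exposed to library compounds with dopamine controls for 90 minutes at 37 degrees C. DiscoveRx reagent added for 30–60 minutes at room temperature; luminescence read, quantitative HTS format.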
DRD3 agonist – qHTS of D3 Dopamine Receptor Agonist: qHTS; D3R DiscoveRx beta-arrestin cells, luminescence, 90 min; max activation, %; hit rate 0.58% among 410,000; in the data active = max activation above about 30%; note: 0% is about no effect; mostly tested at two doses, the higher about 12 µM
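Agonist-mode cell screen: cells plated at 1500/well and incubated overnight at 37 °C, then exposed to library compounds for 90 min at 37 °C. Detection reagent was added for 30–60 min at room temperature, and luminescence was read.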
* marks the source's active call; other numbers are inactive results; i = inactive; ? = inconclusive; · = not tested or not shown; & = joins results of further samples; [ ] = dose if it differs, or a comment. Unless noted, calls come from the whole dose curve; as a rule, active = well fitted curve in the direction sought with a large enough effect; inconclusive = small, poorly fitted or top-dose-only effect, or another doubt; inactive = no such curve, though single readings can be large; an effect the other way counts as inactive or inconclusive. Not all compounds are listed, so the mix of outcomes need not match the whole.

SMILES | EPAC2 ag | MmCpn inh | CCT chaperon mod | EPAC2 antag | PTHR1 ag | pAkt inh | DRD3 antagonist | DRD3 agonist
Cc1c(NS(=O)(=O)c2cc(NC(=O)CCN3CCCC(C)C3)ccc2Cl)c(=O)n(-c2ccccc2)n1C (stereo not drawn) | -2% | -1% | -1.0 | 6% | -2% | i | ? | -13
CCCN(CC1CC1)C(=O)COC(=O)c1oc2c(F)cccc2c1C | 18% | 1% | -1.2 | -4% | -23% | i | -6 | 5
CN(C(=O)COC(=O)C1CCN(S(=O)(=O)c2ccc3c(c2)OCCO3)CC1)C1CCCCC1 | 0% | -5% | 0.0 | 6% | -13% | i | 8 | 5
OCc1c[nH]c2ccccc12 | 9% | -3% | -1.9 | 6% | i | i | -1 | 11&-8
COc1ccccc1-c1ccc(SCc2cccc(C)c2)nn1 | -7% | -1% | 0.6 | 0% | -17% | i | 13 | -1
Cn1c(-c2ccccn2)[n+](C)c2ccccc21 | -2% | 0% | -3.5 | -1% | i | i | 0 | 0
COc1cccc(CNC(=O)CC(NC(C)=O)c2ccccc2)c1 (stereo not drawn) | 8% | 3% | -1.0 | 27% | i | i | -3 | -4
O=C(O)c1ccc(Cn2cnc3scc(-c4ccccc4)c3c2=O)cc1 | -3% | -3% | 1.6 | 2% | -9% | i | -5 | -3
Cc1ccc(C(=O)N2CCN(c3ccc(NC(=S)NC(=O)Cc4ccccc4)cc3)CC2)cc1 | 0% | 0% | -2.0 | -3% | i | i | 27 | 15
CCCCNC(=O)CCC(=O)Nc1ccc2nc(N3CCCCC3)cc(C)c2c1 | 5% | 2% | -2.5 | 2% | -74%[inhibitor] | i | -8 | -7
C=CCn1c(SCCN2CCOCC2)nc2c1c(=O)[nH]c(=O)n2C | 9% | 2% | -3.4 | -1% | -4%[57.5 µM] | i | -25 | -1
CNC(=O)NC(=O)C(C)N1CCN(C/C=C/c2ccccc2)CC1 (stereo not drawn) | -4% | 2% | -1.0 | 21% | i | i | -26 | -4
CCOc1ccc(N2CC(C(=O)N3CCc4ccccc4C3)CC2=O)cc1 (stereo not drawn) | 14% | 1% | 1.7 | -7% | -15%[57.5 µM] | i | -2 | 6
CCN(Cc1ccncc1)C(=S)NCc1ccccc1 | 6% | 3% | 3.9 | 3% | i | i | 6 | 1
CC1CC(C)CN(C(=O)C(Cc2ccccc2)NC(=O)c2ccccc2)C1 (stereo not drawn) | -1% | 0% | 0.4 | -14% | i | i | 0 | -6
CCOC(=O)N1CCC(NS(=O)(=O)c2cc(Br)cc3c2N(C(=O)CC)CC3)CC1 | -6% | 1% | 1.2 | -7% | -84%[inhibitor] | i | 5 | -4
COc1ccc(CN(C(=O)CN2C(=O)C(C)Oc3ccccc32)C2CCCC2)c(OC)c1 (stereo not drawn) | 26% | 1% | -1.1 | -13% | -11%[57.5 µM] | i | 17 | -9
COc1ccc(N(CC(=O)Nc2ccccc2F)S(=O)(=O)c2ccc(OC)c(OC)c2)cc1 | 17% | 1% | -1.9 | -10% | -41%[inhibitor] | i | -15 | -16
Cc1cc(SCC(=O)N2CCCC2)nc2ccccc12 | -13% | -7% | -1.4 | 9% | i | i | 23 | 3
O=C(NCCc1ccc2c(c1)OCCO2)c1cc(F)cc(F)c1 | 7% | -4% | 1.1 | 20% | -87%[inhibitor] | i | 7 | 5
CC(C)(C)c1ccc(NC(=O)CN2C(=O)NC(C)(C3CC3)C2=O)cc1 (stereo not drawn) | -5% | -6% | 1.2 | -4% | i | i | 1 | 3
COCCNC(=O)C1CCCN(C(=O)c2ccc(SC(F)(F)F)cc2)CC1 (stereo not drawn) | -1% | · | -0.2 | 10% | -18% | i | -27 | 3
C/C(=N\NC(=O)c1ccc(F)cc1)c1ccc(N2CCOCC2)cc1 | 4% | 0% | 0.6 | -1% | i | i | 2 | -1
O=C(NCCN1CCOCC1)c1ccc2c(c1)N(Cc1ccc(Cl)cc1)C(=O)CS2 | 4% | 1% | -3.7 | -3% | i | i | -6 | -1
C[N+](C)(C)CCOc1ccc([N+](=O)[O-])cc1 | 8% | 3% | 0.7 | 9% | -29% | i | 5 | 6

Reformatted: entries from further up
SMILES	EPAC2 ag	MmCpn inh	CCT chaperon mod	EPAC2 antag	PTHR1 ag	pAkt inh	DRD3 antagonist	DRD3 agonist
O=C(O)c1ccc(Cn2cnc3scc(-c4ccccc4)c3c2=O)cc1	-3%	-3%	1.6	2%	-9%	i	-5	-3
Cc1ccc(C(=O)N2CCN(c3ccc(NC(=S)NC(=O)Cc4ccccc4)cc3)CC2)cc1	0%	0%	-2.0	-3%	i	i	27	15

Reformatted with tabs: part of the list above.
Structure	EPAC2 ag	MmCpn inh	CCT chaperon mod	EPAC2 antag	PTHR1 ag	pAkt inh	DRD3 antagonist	DRD3 agonist
Cc1c(NS(=O)(=O)c2cc(NC(=O)CCN3CCCC(C)C3)ccc2Cl)c(=O)n(-c2ccccc2)n1C (stereo not drawn)	-2%	-1%	-1.0	6%	-2%	i	?	-13
CCCN(CC1CC1)C(=O)COC(=O)c1oc2c(F)cccc2c1C	18%	1%	-1.2	-4%	-23%	i	-6	5

The listing picks up; the two compounds before the break are reprinted first.
SMILES | EPAC2 ag | MmCpn inh | CCT chaperon mod | EPAC2 antag | PTHR1 ag | pAkt inh | DRD3 antagonist | DRD3 agonist
O=C(NCCN1CCOCC1)c1ccc2c(c1)N(Cc1ccc(Cl)cc1)C(=O)CS2 | 4% | 1% | -3.7 | -3% | i | i | -6 | -1
C[N+](C)(C)CCOc1ccc([N+](=O)[O-])cc1 | 8% | 3% | 0.7 | 9% | -29% | i | 5 | 6
O=C(Nc1ccc(S(=O)(=O)N2CCCCC2)cc1)c1ccc(Cl)nc1 | 11% | -9% | 1.6 | -6% | -84%[inhibitor] | i | -4 | -12
O=C(Nc1cccc(Cl)c1)Nc1nccs1 | 2% | -2%&1% | 3.6 | -19% | ? | · | ? | 0
O=C(NC(=C(Cl)Cl)S(=O)(=O)c1ccc(Cl)cc1)c1ccccc1 | 6% | 1% | -0.7 | 1% | -37%[inhibitor] | i | ? | -16
O=C(COC(=O)c1cccc(S(=O)(=O)N2CCc3ccccc3C2)c1)NCc1ccco1 | 20% | -2% | -4.0 | -9% | 29%[57.5 µM] | i | -26 | -13
COc1cc2c(cc1OC)CN(CC(=O)Nc1ccc(C)c(C)c1)CC2 | 5% | -1% | -0.2 | -2% | -13% | i | ? | -15
c1ccc(CNc2ccc(CNc3ncn[nH]3)cc2)cc1 | 7% | 1% | -0.9 | 7% | -2%[57.5 µM] | i | -8 | 0
COC(=O)c1c(-c2ccc(C)cc2)csc1NC(=O)Cc1ccc(OC)c(OC)c1 | 3% | ? | 0.4 | 0% | -36%[inhibitor] | i | 93 | 32*
COc1ccc(-c2cc(OC)c3c(C)oc(C)c3c(=O)c2)cc1OC | 19% | -2% | -2.2 | -9% | -13%[57.5 µM] | i | -21 | -6
COc1ccc(N2CCN(S(=O)(=O)c3cc4c5c(c3)C(C)C(=O)N5CCC4)CC2)cc1 (stereo not drawn) | 2% | 2% | -0.1 | 5% | -3% | i | 14 | 4
Cc1n[nH]c(C)c1CCC(=O)N/N=C/c1cccs1 | 3% | 3% | 1.4 | 1% | i | i | 3 | 18
O=c1[nH]cc(C(F)(F)F)cc1NS(=O)(=O)c1ccc([N+](=O)[O-])cc1 | 5% | 0% | 0.5 | 8% | i | i | -19 | 3
Cc1ccc(NC(=O)c2ccc3c(c2)N(CC(=O)NC(C)C)C(=O)C(C)(C)O3)cc1 | -6% | -2% | -0.8 | 27% | i | i | 9 | -4
O=C(NCc1ccccc1)c1cc(C2CCCCN2S(=O)(=O)c2cccs2)on1 (stereo not drawn) | 10% | · | -1.8 | ? | -5% | i | 2 | -4
N#Cc1cccc(C#N)c1Oc1ccc(S(=O)(=O)Nc2ccc(Cl)cc2)cc1 | 13% | 4% | 3.4 | -4% | -32%[inhibitor] | i | -16 | -8
CC(C)CCN1CCN(Cc2nc(-c3ccccc3)cs2)CC1CCO (stereo not drawn) | 1% | -2% | 0.4 | -1% | -2% | i | -3 | -20
CC(C)CNc1nc(N)c([N+](=O)[O-])c(NC2CCCCC2)n1 | -7% | 1% | 0.0 | -12% | i | i | 12 | 3
CC(=O)N1CCN(C(=O)c2cc(S(=O)(=O)N(C)Cc3ccccc3)ccc2Cl)CC1 | 0% | 2% | 0.3 | 10% | i | i | 14 | 5
O=C(/C=C/c1cccc([N+](=O)[O-])c1)NCCSCc1ccccc1Cl | -3% | 1% | 0.8 | -3% | -36%[inhibitor] | i | 1 | 3
Cc1ccc(C(=O)Nc2nnc(S(=O)(=O)N3CCOCC3)s2)cc1 | 1% | 0% | -0.3 | 0% | -43%&-19%[inhibitor] | i | -57* | -9&6
CCOc1ccccc1N(CC(=O)Nc1ccccc1C(=O)O)S(C)(=O)=O | -11% | -8% | -0.2 | 16% | i | i | -8 | -5
O=C(c1cc([N+](=O)[O-])cc([N+](=O)[O-])c1)N1CCCc2ccccc21 | 4% | 0% | 0.7 | -23% | -13% | i | 11 | 4
CC1CCCN(S(=O)(=O)c2ccc(NC(=O)CNC3CCCC3)cc2)C1 (stereo not drawn) | -7% | -17% | -1.4 | 4% | -1% | i | -9 | -20
CC(NC(=O)c1cccs1)c1n[nH]c(=S)n1C (stereo not drawn) | 5% | -2% | 0.1 | 0% | -8% | i | 11 | 6

A few values from the results shown.
In EPAC2 antag, `CC1CCCN(S(=O)(=O)c2ccc(NC(=O)CNC3CCCC3)cc2)C1` (stereo not drawn) has the entry 4%
In MmCpn inh, `N#Cc1cccc(C#N)c1Oc1ccc(S(=O)(=O)Nc2ccc(Cl)cc2)cc1` has the entry 4%
